CHT block: inhibitors of human choline transporter CHT. B-score at 10 µM. CHT-expressing cells, membrane potential dye, choline response; active compounds read low. actives 0.86% (n = 310,000). Q9GZV3. AID 488975;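 active means B-score over 3 SD under the library average, and starting fluorescence ratio not unusually high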;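 further: choline stimulus applied at its EC90 after an EC20 pre-addition; B-score computed on integrated fluorescence ratio after choline addition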
Target sequence (Q9GZV3 whole entry, looked up): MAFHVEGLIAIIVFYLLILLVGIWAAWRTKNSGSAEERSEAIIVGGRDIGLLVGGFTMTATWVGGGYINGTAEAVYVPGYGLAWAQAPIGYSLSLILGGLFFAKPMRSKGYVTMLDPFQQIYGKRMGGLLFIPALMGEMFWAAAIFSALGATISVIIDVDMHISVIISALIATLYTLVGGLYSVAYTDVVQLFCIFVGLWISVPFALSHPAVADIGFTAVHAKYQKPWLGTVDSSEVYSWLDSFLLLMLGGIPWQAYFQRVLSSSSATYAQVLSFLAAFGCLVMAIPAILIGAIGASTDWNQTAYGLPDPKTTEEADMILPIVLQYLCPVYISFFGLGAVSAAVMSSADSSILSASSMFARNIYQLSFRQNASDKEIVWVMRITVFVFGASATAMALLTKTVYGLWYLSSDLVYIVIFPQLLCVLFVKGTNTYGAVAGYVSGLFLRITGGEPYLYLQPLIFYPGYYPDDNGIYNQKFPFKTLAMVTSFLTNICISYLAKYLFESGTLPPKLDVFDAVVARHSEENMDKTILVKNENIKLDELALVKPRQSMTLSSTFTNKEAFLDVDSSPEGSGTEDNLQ
KCNQ2 block: KCNQ2 potassium channel inhibitors, primary screen, cell-based, CHO-K1, FluxOR thallium flux, B-score (AID 2156); 20 min; active compounds read low; B-score at 10 µM; actives 1.1% (n = 310,000);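 active means fluorescence ratio B-score at most minus 3 library SDs, with starting brightness B-score within 2 library SDs, cut at about -5.5 in these data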
Starred values were filed as active, the others as inactive; i = inactive; / = no result given.

CHT block | KCNQ2 block | Compound
i | i | Brc1cnc2nc(SCc3nc4ccccc4[nH]3)[nH]c2c1
i | i | O=c1[nH]cc(-c2ccc(Br)cc2)n1Cc1ccccc1
i | i | Cc1ccc(CNC(=O)C2CCN(c3nn4c(=O)cc(C)nc4s3)CC2)cc1
i | i | CC1(c2nnc(Cc3ccccc3)o2)CC(c2ccccc2)=NO1 (stereo unspecified)
i | i | CCOC(=O)c1cc(C(C)(C)C)oc1CN
i | i | CC(=O)Nc1ccc(NC(=O)Cn2cc3c(n2)CCCC3)cc1
i | i | Cc1nc2c3ccccc3nc(NNC(=O)CCC(=O)NC(C)C)n2n1
i | i | O=C(/C=C/NNC(=O)c1ccccc1O)c1ccccc1
i | i | O=S(=O)(NCc1ccccc1)c1cccc(S(=O)(=O)N2CCOCC2)c1
i | i | O=C(NC1CCCCC1)N(Cc1cc2cc3c(cc2[nH]c1=O)OCCO3)CC1CCCO1 (stereo unspecified)
i | i | O=C(CSc1nnc(-c2ccc(Cl)cc2)n1-c1ccccc1)N/N=C/c1ccccc1C(=O)O
i | i | O=C(O)c1ccc2c(c1)C(=O)N(c1ccccc1-c1ccccc1)C2=O
i | i | O=C(CNC(=O)c1cccc(F)c1)N/N=C/c1cccs1
i | i | Cc1noc(C)c1-c1nnc(-c2ccc(OC(F)(F)F)cc2)o1
i | i | Cc1c(C)c2ccc(O[C@@H]3O[C@H](CO)[C@@H](O)[C@H](O)[C@H]3O)c(C)c2oc1=O
i | i | N#Cc1c(N)oc(-c2ccccc2)c1-c1ccccc1
i | i | Cc1ccc(O)c(CNc2ccccn2)c1
-7.3* | i | CCn1c(SCc2nc3scc(-c4ccccc4)c3c(=O)[nH]2)nnc1-c1cccs1
i | i | Cc1nn(-c2ccccc2)c(N2CCCC2)c1/C=N/NC(=S)Nc1ccccc1C(F)(F)F
i | i | CCOc1ccccc1N(CC(=O)NCCSc1ccccn1)S(=O)(=O)c1ccc(C)cc1
i | i | COc1ccc(NC(=O)c2c(C)nn(-c3ccccc3)c2Cl)cc1
i | i | Cc1cc(C)n(S(=O)(=O)c2ccc(C)c(C)c2C)n1
i | i | CCCCn1nnc(NC(=O)c2ccc([N+](=O)[O-])cc2Cl)n1
i | i | O=C(COc1cc(Cl)c(Cl)cc1Cl)N1CCN(c2ccccn2)CC1
i | i | COC(=O)c1ccccc1OCC(=O)N1CCN(c2ccc(Cl)cc2)CC1
i | i | CCn1cc(C(=O)NP(=O)(Nc2ccc(C)cc2)Nc2ccc(C)cc2)c2ccccc21
i | i | COc1ccc(NC(=O)c2ccc3c(SCC(=O)O)c4c(nc3c2)CCCC4)c(OC)c1
i | i | Cc1ccc(Nc2ccc([N+](=O)[O-])ccc2=O)cc1
i | i | COc1ccc(S(=O)(=O)N2CCC(C(N)=O)(N3CCCCC3)CC2)cc1OC
i | i | CCCCCC(=O)NCC(C)NC(=O)CCCCC (stereo unspecified)
i | i | COc1ccccc1CN(C)CC(=O)Nc1cccc2ccccc12
i | i | Cn1c(=O)[nH]c(=O)c2c1nc(CN1CCN(c3ccc(F)cc3)CC1)n2CCc1ccccc1
i | i | COc1cc(Cl)ccc1OCc1cc(C(=O)NC(C)Cc2cccnc2)no1 (stereo unspecified)
i | i | COc1ccc(C)cc1-n1c(N)c(C#N)c(C#N)c1-c1ccc(OC)c(OC)c1OC
i | i | Cc1ccc(F)c(NC(=O)c2cncn2-c2ccccc2)c1
i | i | CCCc1[nH]nc2c1C(c1cn[nH]c1-c1ccc(F)cc1)C(C#N)=C(N)O2 (stereo unspecified)
i | i | CCOc1ncccc1C(=O)NCCN1C(=O)S/C(=C/c2cccs2)C1=O
i | i | COC(=O)C(Cc1cnc(Cl)s1)(C(=O)OC)c1ccc(C(F)(F)F)cc1[N+](=O)[O-]
i | i | Cc1ccc(CNC(=O)CNC(=O)c2ccc(Br)o2)cc1
i | i | CC1(C)CC(=O)C(C=NCC(N)=O)=C(O)C1
i | i | CCOC(=O)c1c(NC(=O)COC)sc(C(C)=O)c1C
i | i | CCOCCCNC(=O)/C(C#N)=C/c1ccc(Cl)c([N+](=O)[O-])c1
i | i | COc1ccc(-c2cc(C(=O)N/N=C/c3cccnc3)c3cc(C)cc(C)c3n2)cc1
i | i | C/C(N)=C(/C#N)C(=O)CSc1nc2ccccc2c(=O)n1-c1ccccc1C
i | i | Cc1ccc(CNC(=O)CNS(=O)(=O)c2ccc3c(c2)C(C)(C)C(=O)N3C)cc1
i | i | CCCCCCCCCCCCC(=O)CCCCC(=O)O
i | i | CCCC(=O)NCC(c1cccs1)S(=O)(=O)c1ccc(C)cc1 (stereo unspecified)
i | i | CN(C)c1ccc(C(=O)c2ccc(N(C)C)c3ccccc23)cc1
i | i | CC(=O)Nc1ccc(S(=O)(=O)NC(C(=O)O)C(C)C)cc1 (stereo unspecified)
i | i | Cn1c(CCc2ccccc2)nnc1SCC(N)=O
i | i | O=C(NC1CCCC1)c1ccc2nc[nH]c2c1
i | i | NNC(=O)CNC(=O)C12CC3CC(CC(C3)C1)C2
i | i | Cc1nc(C(=O)O)nn1-c1cc(Cl)ccc1Cl
i | i | CCOC(=O)N1CCN(C(=O)C2CC(=O)N(c3ccc(OC)cc3)C2c2ccc(OC)cc2)CC1 (stereo unspecified)
i | i | C=CCn1c(SCC(=O)c2ccc(F)cc2)nnc1-c1ccc2c(c1)OCO2
i | i | Cc1c(NC(N)=O)c(=O)n(-c2ccccc2)n1C
i | i | COc1ccc(C(=O)Cn2c(C(=O)/C=C/c3ccccc3)nc3ccccc32)cc1
i | i | C=CC(COCc1ccccc1)N(Cc1ccc(OC)cc1)S(=O)(=O)c1ccccc1Br (stereo unspecified)
i | i | CC(=O)c1ccccc1OCCOc1ccccc1C(C)=O
i | i | Clc1ccccc1/C=N/c1cc(-c2ccccc2)nn1-c1ccccc1

Full records as entered above.
Cc1nc(C(=O)O)nn1-c1cc(Cl)ccc1Cl as listed: CHT block: i; KCNQ2 block: i
Cc1ccc(CNC(=O)CNC(=O)c2ccc(Br)o2)cc1 as listed: CHT block: i; KCNQ2 block: i

Back to the main list, repeating the four entries before the break.
CHT block | KCNQ2 block | Compound
i | i | COc1ccc(C(=O)Cn2c(C(=O)/C=C/c3ccccc3)nc3ccccc32)cc1
i | i | C=CC(COCc1ccccc1)N(Cc1ccc(OC)cc1)S(=O)(=O)c1ccccc1Br (stereo unspecified)
i | i | CC(=O)c1ccccc1OCCOc1ccccc1C(C)=O
i | i | Clc1ccccc1/C=N/c1cc(-c2ccccc2)nn1-c1ccccc1
i | i | Cc1ccccc1C(=O)Nc1cc(NC(=O)c2ccccc2C)cc(C(=O)O)c1
i | i | Cc1cc(C)nc(NS(=O)(=O)c2ccc(NS(=O)(=O)c3ccsc3)cc2)n1
i | i | CCc1ccc(C2c3[nH]c4ccccc4c3CCN2C(=O)c2ccc(=O)n(C)n2)cc1 (stereo unspecified)
i | i | CCCCN(CC)Cc1ccc(CNC(=O)Nc2ccc(OCC)cc2)o1
i | i | O=C(CNc1ccccc1)N/N=C/c1ccc([N+](=O)[O-])cc1
i | i | O=C(CCC(=O)N1CCOc2ccccc21)NCCCN1CCOCC1
i | i | O=C(Nc1nnc(S(=O)(=O)N2CCCCCC2)s1)c1ccccc1F
i | i | CN(C)S(=O)(=O)N1CCN(C(=O)c2cccs2)CC1
i | i | Cc1cc2c(cc(C(=O)OCC(=O)NCc3cccs3)n2C(C)C)o1
i | i | CCN(CC)c1ccc(CN(C(=O)c2cccs2)C2CCS(=O)(=O)C2)cc1 (stereo unspecified)
i | i | CN(CC(=O)N1CCC(C(N)=O)CC1)S(=O)(=O)c1ccc2ccccc2c1
i | i | O=c1[nH]c2ccccc2c(O)c1O
i | i | O=C(NCCO)C(F)(F)C(F)(F)C(F)(F)OC(F)(C(=O)NCCO)C(F)(F)F (stereo unspecified)
i | i | C/C=C/c1ccc(OCC(O)CNCCc2ccc(OC)cc2)c(OC)c1 (stereo unspecified)
i | i | CCC(=O)N(CC(=O)Nc1sc(C)c(C)c1C(N)=O)Cc1ccc(F)cc1
i | i | COc1cc(NS(=O)(=O)c2ccc(NS(=O)(=O)c3ccc(C)cc3)cc2)nc(OC)n1
/ | i | O=C(O)c1cccc(CSc2nnc(-c3cccnc3)o2)c1
i | i | CC1(C)CC(=O)C2=C(C1)N(CC1CCCO1)C(=O)NC2(C(F)(F)F)C(F)(F)F (stereo unspecified)
i | i | CC(C)c1ccc(OCC(=O)N2CCN(C(=O)c3ccco3)CC2)cc1
i | i | C/C(=N\NC(=O)c1cc(C(C)C)[nH]n1)c1ccncc1
i | i | C=CCNC(=S)Nc1ccccc1-c1nnc2n1CCCCC2
i | i | O=C(NCCc1nc2ccccc2[nH]1)/C(=C/c1ccco1)NC(=O)c1ccccc1Br
i | i | O=C(C1Cc2ccccc2CN1S(=O)(=O)c1ccc(F)cc1)N1CCOCC1 (stereo unspecified)
i | i | CCCOc1ccc(/C=C/C(=O)N2CCOCC2)cc1
i | i | Cc1cc(Cl)ccc1NC(=S)NCCCO
i | i | CCOC(=O)C1CCN(C(=O)C(C)Sc2ccc(Cl)cc2)CC1 (stereo unspecified)
i | i | COC(=O)c1cc2c(N)c(C(=O)c3ccc(Cl)cc3)sc2nc1C(OC)OC
i | i | Cc1ccc(C(=O)c2cc(C)sc2N)cc1
i | i | Cc1ccccc1C(=O)N1CCC(C(=O)NC2CCCCC2)CC1
i | i | COc1ccc2ccccc2c1CNCc1ccccn1

Reformatted: results already given
Molecule | CHT block | KCNQ2 block
O=C(NC1CCCCC1)N(Cc1cc2cc3c(cc2[nH]c1=O)OCCO3)CC1CCCO1 (stereo unspecified) | i | i
CCCC(=O)NCC(c1cccs1)S(=O)(=O)c1ccc(C)cc1 (stereo unspecified) | i | i
N#Cc1c(N)oc(-c2ccccc2)c1-c1ccccc1 | i | i

Additional entries:
CHT block | KCNQ2 block | Compound
i | i | C/C(=N\NS(=O)(=O)c1ccc(C)cc1)c1ccc(C)o1
i | i | Cn1c(C(=O)NCCCN2CCN(c3cccc(Cl)c3)CC2)cc2c(=O)n(C)c3ccccc3c21
i | i | COc1ccc(CCNC(=O)CSc2nnc(NC(C)=O)s2)cc1OC
i | i | CN1c2ccc(Cl)cc2C(=O)NC1c1ccc([N+](=O)[O-])s1 (stereo unspecified)
i | i | CC(=O)c1cccc(NC(=O)C(OC(=O)/C=C/c2ccc3c(c2)OCO3)c2ccccc2)c1 (stereo unspecified)
i | i | C=CC(=O)NC1CC2CCC1(C)C2(C)C (stereo unspecified)
i | i | O=C(CSc1nc2[nH]ncc2c(=O)n1-c1ccccc1)N1CCCc2ccccc21
i | i | O=C(NCc1cccnc1)C1c2ccccc2C(=O)N1C1CCCC1 (stereo unspecified)
i | i | O=C(c1ccc2c(c1)OCO2)C1CCCN(C(=O)NCc2ccccc2)C1 (stereo unspecified)
i | i | CCOC(=O)c1ccc(NC(=O)CSc2nc(C)nc3c2c(=O)n(C)c(=O)n3C)cc1
i | i | Cc1ccc2[nH]c(-c3cccc(F)c3)cc(=O)c2c1
i | i | CCOC(=O)c1cnn(-c2ccccc2)c1NC(=O)C(F)(F)C(F)(F)C(F)(F)F
i | i | CC1Cc2ccccc2N1C(=O)CNc1cccc(S(=O)(=O)N2CCCC2)c1 (stereo unspecified)
i | i | CC(C)OCc1c(C(=O)Nc2nccs2)oc2ccccc12
i | i | O=C(CCC1CCCN(C(=O)C2=CCCC2)C1)N1CCN(c2ccccn2)CC1 (stereo unspecified)
i | i | Oc1ccccc1CNn1cnnc1
i | i | Cc1n[nH]c(C)c1Sc1ccccc1N=Cc1cc([N+](=O)[O-])ccc1O
i | i | CCCCCNS(=O)(=O)c1cc(C)ccc1OC
i | i | O=C(O)c1ccccc1Nc1ccc([N+](=O)[O-])cc1
i | i | Cn1nnnc1SCC(=O)NNC(=O)c1ccc(Cl)cc1
i | i | O=C(NC(=S)Nc1ccc(N2CCCCC2)cc1)c1ccco1
i | i | O=C(CN1CCN(c2ccc(O)cc2)CC1)NC1CCCc2ccccc21 (stereo unspecified)
i | i | Cc1ccc(S(=O)(=O)NCCC(=O)N2CCN(S(=O)(=O)c3ccccc3)CC2)cc1C
i | i | COc1ccc(Cl)c(Cn2c(NCC(C)O)nc3c2c(=O)n(C)c(=O)n3C)c1 (stereo unspecified)
i | i | COc1ccc(CNS(=O)(=O)c2csc(C(N)=O)c2)cc1OC
i | / | OCC[C@H]1C[C@H](O)[C@@H](O)[C@]2(CCCc3ccccc3O2)O1
i | i | COc1cc(/C=N/NC(=O)c2ccc(CSc3nncn3C)cc2)ccc1OCC(=O)N1CC(C)OC(C)C1 (stereo unspecified)
i | i | COc1ccc(C(CNC(=O)c2ccco2)N2CCCCC2)cc1 (stereo unspecified)
i | i | COc1ccc(CCNC(=O)CN(Cc2ccc(Cl)cc2)S(C)(=O)=O)cc1OC
i | i | Cc1ccsc1/C=N/NC(=O)CSCc1ccc(Cl)cc1
i | i | CCCCNC(=O)C(Sc1ccccc1)c1ccccc1 (stereo unspecified)
i | i | CCc1nnc(NC(=O)c2ccc(S(=O)(=O)N3CCc4ccccc4C3)cc2)s1
i | i | COc1ccc(S(=O)(=O)NCC2CCCN(C(=O)C3CCCC3)C2)cc1 (stereo unspecified)
i | i | CCOC(=O)c1c(C)[nH]c(C(=O)CSc2nc3ccccc3o2)c1C

Screens as filed in PubChem BioAssay.
